CYP2C19 act: human CYP2C19 activators, primary screen, biochemical, luminescence | activation factor at 5 µM | recombinant CYP2C19, luciferin-H EGE luminescence; stronger effect = higher value; 0 = fully inhibited enzyme, 1 = untreated enzyme | Cytochrome P450 2C19 (Homo sapiens), P33261 | AID 1025, 2008 | 96,000 tested, under 10 active;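 active means activation factor of at least 2 at 5 µM in the primary screen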;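 further: 0 = wells with 2.5 mM tranylcypromine and 1 = vehicle-only wells; values of inactives mirror those of a sister screen read the other way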
TNFa cytotox: cytotoxicity in TNFa-stimulated HUVEC, primary screen, cytotoxicity control for VCAM1 expression modulator project, imaging, Hoechst nuclei count; HUVEC TNFalpha-stimulated, Hoechst cell count; cell count reduction, % at 2 µM; 93,000 compounds, 0.17% hits; AID 848, 2007;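 active means cell count reduction exceeding the screen mean by over 5 SD, scaled to untreated wells per plate, cut at about 78% in these data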;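 further: cells counted after 24 h of TNF alpha exposure following the 1 h pretreatment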
VCAM1 TNFa inh: inhibitors of TNFa-induced VCAM1 expression, primary screen, imaging, HUVEC, TNFa stimulus, immunofluorescence. inhibition, % at 2 µM. 95,000 compounds, 0.48% hits. HUVEC TNFa-induced VCAM-1 immunofluorescence, high-content imaging;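 active means inhibition above the batch mean plus 3 SD, with images confirmed as a hit by eye, cut at about 37% in these data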;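 further: 0% = TNF-stimulated DMSO wells and 100% = unstimulated control wells; not every result past the cut was called active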
CYP2C9 inh: blockers of cytochrome P450 2C9 activity – biochemical, luminescence, ADME assay, primary screen | P11712 | CYP2C9 Supersomes, luciferin-H conversion | inhibition, % at 5 µM | 96,000 compounds, 20% hits;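 active means blocking of liver enzyme CYP2C9 beyond about 50% at 5 µM, limit read from the data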; further: values of inactives mirror those of a sister screen read the other way
Target sequence (P11712 whole entry, looked up): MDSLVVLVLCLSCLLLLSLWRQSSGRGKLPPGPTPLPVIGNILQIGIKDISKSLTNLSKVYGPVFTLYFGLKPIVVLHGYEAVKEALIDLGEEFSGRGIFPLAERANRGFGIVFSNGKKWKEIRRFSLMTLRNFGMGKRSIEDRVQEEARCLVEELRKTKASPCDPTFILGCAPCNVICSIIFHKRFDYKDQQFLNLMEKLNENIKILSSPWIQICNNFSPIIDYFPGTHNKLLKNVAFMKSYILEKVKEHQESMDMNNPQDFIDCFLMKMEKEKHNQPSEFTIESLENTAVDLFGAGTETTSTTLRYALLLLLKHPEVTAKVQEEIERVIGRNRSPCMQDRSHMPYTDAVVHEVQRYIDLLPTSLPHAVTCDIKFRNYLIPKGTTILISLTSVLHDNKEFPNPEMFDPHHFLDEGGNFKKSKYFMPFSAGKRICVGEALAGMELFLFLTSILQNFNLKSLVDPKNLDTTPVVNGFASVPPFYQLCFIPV
HUVEC tox IL1B: cytotoxicity in IL-1B stimulated HUVEC, primary screen, cytotoxicity control for IL-1B NFkB translocation project, imaging, Hoechst nuclear count, IL-1B stimulus; HUVEC cell count loss; cell count reduction, % at 2 µM; 94,000 compounds, 0.41% hits;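 active means cell count reduction more than 3 SD above the screen-wide mean, cut at about 70% in these data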;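 further: normalized per plate to untreated control cells as the no-loss baseline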
hDAT+cocaine: changed hDAT dopamine uptake under cocaine IC80, either direction, primary screen, cocaine antagonist project, cell-based, LLC-PK1 hDAT, [14C]-dopamine uptake, MLSMR; AID 449768, 2010; LLC-PK1 hDAT cells, [14C]-dopamine uptake with cocaine IC80; actives deviate in either direction; Sodium-dependent dopamine transporter (Homo sapiens), Q01959; 110,000 compounds, 1.3% hits; B-score at 10 µM;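 active means Z score or B-score, a plate-position-corrected score, falls beyond the plate's 99.7% confidence bounds, in either direction; inactive means both scores lie inside the 99.7% bounds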;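 further: scored against the spread of the other compound wells on the same plate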
Target sequence (Q01959 whole entry, looked up): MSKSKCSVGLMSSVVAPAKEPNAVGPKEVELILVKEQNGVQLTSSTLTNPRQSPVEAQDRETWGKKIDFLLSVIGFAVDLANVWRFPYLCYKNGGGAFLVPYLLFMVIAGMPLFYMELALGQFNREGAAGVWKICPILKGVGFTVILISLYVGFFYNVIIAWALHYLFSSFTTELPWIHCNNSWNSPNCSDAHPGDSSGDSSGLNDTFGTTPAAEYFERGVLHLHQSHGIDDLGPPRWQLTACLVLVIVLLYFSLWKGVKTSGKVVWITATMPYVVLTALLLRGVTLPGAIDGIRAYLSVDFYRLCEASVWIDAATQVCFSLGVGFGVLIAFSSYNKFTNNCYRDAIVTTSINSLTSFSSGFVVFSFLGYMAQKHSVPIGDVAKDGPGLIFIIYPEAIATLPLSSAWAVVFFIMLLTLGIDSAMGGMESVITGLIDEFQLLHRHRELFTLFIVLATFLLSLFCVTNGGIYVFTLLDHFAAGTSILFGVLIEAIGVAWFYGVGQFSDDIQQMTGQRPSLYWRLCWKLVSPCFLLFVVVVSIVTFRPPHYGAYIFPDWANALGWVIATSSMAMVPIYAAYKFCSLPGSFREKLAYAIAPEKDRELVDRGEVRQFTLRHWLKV
CYP2C19 inhib: blockers of cytochrome P450 2C19 activity – biochemical, luminescence, ADME assay, primary screen | inhibition, % at 5 µM | CYP2C19 Supersomes, luciferin-H EGE luminescence, 30 min | P33261 | 96,000 compounds, 21% hits;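 active means CYP2C19 inhibition above a set limit at 5 µM in the primary screen, cut at about 50% in these data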;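 further: plate controls were negative control wells for no effect and 2.5 mM tranylcypromine positive control for full effect; values of inactives mirror those of a sister screen read the other way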
Calb biofilm kill: clotrimazole potentiators killing Candida biofilms, primary screen, with clotrimazole, Alamar Blue; C. albicans biofilm + clotrimazole; inhibition, % at 6 µM; 85,000 compounds, 0.14% hits; AID 834, 2007;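 active means inhibition above 20%; inactive means inhibition below 20%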;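 further: preformed 24 hr biofilms exposed to compound for 48 hr; 0% = biofilm without compound and 100% = blank killed by clotrimazole plus chlorhexidine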
CYP2C9 activ: human CYP2C9 activators, primary screen, biochemical, luminescence | recombinant CYP2C9, luciferin-H conversion; stronger effect = higher value; factor 1 = untreated enzyme, 0 = blocked | Cytochrome P450 2C9 (Homo sapiens), P11712 | AID 1024, 2008 | activation factor at 5 µM | 96,000 compounds, 1.4% hits;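 active means activation factor of 2 or more for CYP2C9 at a 5 µM dose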;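 further: 0 = sulfaphenazole-blocked wells and 1 = vehicle-only wells; values of inactives mirror those of a sister screen read the other way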
The depositor's hits bear a star; / = no result given.

A first look, 2 compounds:
SMILES	CYP2C19 act	TNFa cytotox	VCAM1 TNFa inh	CYP2C9 inh	HUVEC tox IL1B	hDAT+cocaine	CYP2C19 inhib	Calb biofilm kill	CYP2C9 activ
COCCN1C(=O)c2ccc(C(=O)Nc3nccs3)cc2C1=O	0.9	-15	0	0	-39	0.11	7	2	1
O=C(Nc1cnc2ccccc2c1)C1COc2ccccc2O1 (stereo unspecified)	0.1	-46	-1	54*	9	-0.28	90*	11	0.5

The listing, repeating the preview:
SMILES	CYP2C19 act	TNFa cytotox	VCAM1 TNFa inh	CYP2C9 inh	HUVEC tox IL1B	hDAT+cocaine	CYP2C19 inhib	Calb biofilm kill	CYP2C9 activ
COCCN1C(=O)c2ccc(C(=O)Nc3nccs3)cc2C1=O	0.9	-15	0	0	-39	0.11	7	2	1
O=C(Nc1cnc2ccccc2c1)C1COc2ccccc2O1 (stereo unspecified)	0.1	-46	-1	54*	9	-0.28	90*	11	0.5
CCNC(=S)NNC(=O)c1csc(C(C)C)c1	/	-13	-7	/	-5	1.1	/	9	/
O=C(CCn1c(=O)sc2ccccc21)NCc1ccc2c(c1)OCO2	/	-6	-4	/	32	0.9	/	/	/
CC(=O)OCc1c(COC(C)=O)[n+](=O)c2ccccc2n1[O-]	0.9	-9	-3	6	-1	-1	9	5	0.9
CCC(C)(C)NC(=O)C(c1ccc(C)cc1)N(Cc1ccco1)C(=O)Cn1nnc2ccccc21 (stereo unspecified)	/	/	-1	/	-48	-0.6	/	2	/
CCOC(=O)c1c(C)[nH]c(C)c1C(=O)CSc1nnc(-c2ccco2)n1Cc1ccccc1	0	-16	22	98*	2	1.2	99*	5	0
CCn1c(NCc2ccccc2Cl)nc2ccccc21	/	-14	-17	/	-27	/	/	6	/
C=C(C)COc1ccc(-c2[nH]ncc2-c2ccccc2)c(O)c1	0.6	-17	1	83*	-11	0.84	41	4	0.2
O=C1C2ON(c3ccccc3)C(c3cccnc3)C2C(=O)N1c1ccc(Cl)c(Cl)c1 (stereo unspecified)	0.3	0	4	46	-169	-1	68*	4	0.5
O=C(O)CCC(=O)N1CCc2cc(S(=O)(=O)N(CCc3ccccc3)Cc3ccccc3)ccc21	1	-26	7	12	9	-0.6	0	3	0.9
CCCSc1nc(C)nc2c1c(=O)n(C)c(=O)n2C	0.9	-12	14	7	0	-0.82	5	8	0.9
O=Cc1c(-[n+]2ccccc2)nc([O-])n1-c1ccccc1	1.1	7	5	-82	-4	0.27	-6	/	1.8
Cc1cc(NC(=O)c2ccc(COc3ccc(Cl)c(C)c3)o2)no1	0.7	0	17	18	-68	-1.4	30	8	0.8
Cc1ccc(OCCSCc2nc3ccccc3[nH]2)cc1	0.4	0	-3	63*	-14	1.2	59*	/	0.4
O=C(NO)c1cc(OCC(F)(F)F)ccc1OCC(F)(F)F	1	-10	0	25	-3	0.76	-1	/	0.8
O=C1CCC(=O)N1CCOP1(=O)COc2ccccc2OC1	1.1	-66	-26	-19	-25	0.11	-15	-4	1.2
Fc1ccc(CSc2nnc(Cc3sc(-c4ccccc4)nc3-c3ccccc3)o2)cc1	0.9	-27	-26	72*	/	0.42	15	2	0.3
O=C(O)CSCC(=O)Nc1ccc(C(=O)O)cc1	1.1	-5	-5	-26	-37	-0.97	-9	12	1.3
COC(=O)Nc1ccc2c(c1)ncn2C1CCCCC1	0.8	-31	-1	13	-31	0.66	16	6	0.9
CN1CCN(C(=O)c2cc3nc(-c4ccc(Cl)cc4)cc(C(F)(F)F)n3n2)CC1	1.1	-26	-25	-21	-42	0.48	-12	9	1.2
COc1ccc(NC(=O)CCN2CC(C)OC(C)C2)c(OC)c1 (stereo unspecified)	/	-17	-33	/	-38	0.11	/	3	/
O=S1(=O)CCC(N2CCOCC2)C1 (stereo unspecified)	1.1	-4	-12	9	6	0.013	-6	6	0.9
CCOC(=O)c1cc2n(c1N)-c1ccccc1C2=O	0.7	-5	14	20	-124	-0.04	27	6	0.8
COc1cc(C(=O)N2CCC(N3CCCCCC3)CC2)cc(OC)c1OC	/	-21	15	/	/	0.17	/	7	/
The listing continues.
SMILES	CYP2C19 act	TNFa cytotox	VCAM1 TNFa inh	CYP2C9 inh	HUVEC tox IL1B	hDAT+cocaine	CYP2C19 inhib	Calb biofilm kill	CYP2C9 activ
CCC(=O)NCCCOc1ccccc1	0.9	5	11	-3	0	0.52	6	0	1
Cn1c(C(=O)N2CCN(Cc3ccccc3)CC2)cc2c(=O)n(C)c3ccccc3c21	0.8	-16	10	13	-16	0.057	18	1	0.9
CCCS(=O)(=O)C(=C1NCCO1)S(=O)(=O)CCC	0.9	-28	-2	4	2	-1.4	7	8	1
COc1ccc(-c2nc(N3CCCCCC3)sc2C(=O)c2ccccc2)cc1	0.7	-6	-6	35	-22	0.11	29	/	0.6
COc1c(Cl)cc(-c2noc(C)c2C(=O)NCc2ccccc2)cc1Cl	0.8	10	-4	-27	-9	-0.022	22	-1	1.3
O=C(NCCCN1CCOCC1)C1CC(=O)N(C2CCCCC2)C1 (stereo unspecified)	0.6	-44	-15	1	13	-0.38	40	3	1
CCN(Cc1nc2ccccc2c(=O)[nH]1)Cc1nc2cc(OC)c(OC)cc2c(=O)[nH]1	0.8	-10	-9	10	7	1.3	16	10	0.9
CC(=O)NC1=NN(C(C)=O)C(C)(CS(=O)(=O)c2ccc3ccccc3c2)S1 (stereo unspecified)	/	-8	-8	/	0	-0.033	/	8	/
COC(=O)c1[nH]c2ccc(Cl)cc2c1NC(=O)CCN1CCOCC1	0.9	0	-6	13	-16	/	7	8	0.9
Cc1ccc(NCc2nc3ccccc3n2C)cc1	0	3	14	31	15	-1.3	96*	7	0.7
CCN1C=CC(=C2C(=O)c3ccccc3C2=O)C=C1	0.5	-3	6	34	-1	0.5	49	11	0.7
Cc1ccn2cc(CNC(=O)c3cccs3)nc2c1	0.8	-7	1	17	5	0.098	25	6	0.8
O=C(CSc1ncc(-c2ccccc2)n1-c1ccccc1)NCc1ccco1	0.5	0	15	74*	8	-0.016	50*	9	0.3
CCc1ccccc1N1CC(C(=O)O)CC1=O (stereo unspecified)	1.1	-32	2	-18	39	-0.85	-13	8	1.2
Cn1c(SCC(=O)c2ccc(F)cc2)nc2cccnc21	0.2	-16	6	-15	15	-0.27	85*	7	1.1
N#CC1=C(c2ccccc2)/C(=C/c2ccccc2)OC1=O	0.7	-2	10	46	2	-1.1	26	3	0.5
Cc1cccn2c(=O)c3cc(C#N)c(=O)n(-c4c(C)n(C)n(-c5ccccc5)c4=O)c3nc12	1.1	/	/	-13	/	0.61	-12	5	1.1
COc1ccc(C2=NOC(C(=O)NC3CCCCC3)C2)cc1OC (stereo unspecified)	0.8	-8	2	-83	28	-0.11	22	1	1.8
CCC(=O)N1c2ccc(S(=O)(=O)CCC(=O)NCc3cccs3)cc2CC1C (stereo unspecified)	0.9	-15	-4	31	9	1.4	12	5	0.7
C(=C\CSc1ncn[nH]1)/CSc1ncn[nH]1	0.7	-34	-5	6	-16	0.8	26	10	0.9
CC(CNC(=O)c1ccc(-c2ccccc2)cc1)CN(C)C (stereo unspecified)	1	1	4	6	3	1.5	1	-3	0.9
COc1ccc(CN(C(=O)c2ccccc2OC)C2CCS(=O)(=O)C2)cc1 (stereo unspecified)	0.9	-5	20	10	1	-1.5	14	7	0.9
Cn1nc(C(F)(F)F)c2cc(C(=O)Nc3ccc(Cl)cc3)sc21	0.9	-21	11	-44	-14	-1.4	11	/	1.4
CC(NC(=O)CC12CC3CC(CC(C3)C1)C2)C(=O)O (stereo unspecified)	1.2	-16	16	-22	-13	-0.84	-16	0	1.2
COc1ccc(C)cc1NC(=O)c1ccc2c(c1)OCO2	0.1	10	31	-76	-12	1	86*	5	1.8
Additional compounds follow.
SMILES	CYP2C19 act	TNFa cytotox	VCAM1 TNFa inh	CYP2C9 inh	HUVEC tox IL1B	hDAT+cocaine	CYP2C19 inhib	Calb biofilm kill	CYP2C9 activ
CCN(CC)S(=O)(=O)c1cccc(-c2nnc(SCCCC(=O)c3ccccc3)o2)c1	0.2	-17	3	64*	-17	1.9	76*	8	0.4
Cc1nn(-c2ccccc2)c2nc(-c3ccncc3)cc(C(=O)NCc3ccco3)c12	0.1	-17	3	94*	-10	2.3	91*	7	0.1
O=C(Cn1nnc(-c2ccccc2NC(=O)C2CC2)n1)NC1CCCCC1	0.5	-12	15	32	17	-0.54	47	4	0.7
CCCCN(CCCNC(=O)c1c(C)cc(=O)oc1C)c1ccccc1	0.5	-24	-40	90*	-3	0.4	51*	9	0.1
COc1ccc(C(c2sc3nc(C)nn3c2O)N2CCC(C(N)=O)CC2)cc1OC (stereo unspecified)	1	/	/	9	/	-0.06	-4	4	0.9
O=C(Cn1cnc2c(nnn2-c2ccc(F)cc2)c1=O)NCc1ccco1	1	0	-8	-26	-3	-0.09	2	-3	1.3
COc1cc(NC(=O)c2cc3c(C)nc4ccccc4c3o2)cc(OC)c1OC	0.8	-38	1	-16	4	0.31	22	-5	1.2
COC(=O)c1cc(COc2ccc3oc(C)c(C(=O)OC(C)C)c3c2)c(C)o1	0.1	-16	-7	84*	-24	0.1	88*	3	0.2
O=C(NCCN1CCc2ccccc2C1)Nc1ccc(F)cc1	0.6	/	/	16	/	1.3	37	18	0.8
COc1cc(CNc2cc(C)ccc2C)cc(OC)c1OC	0	-26	5	82*	15	-1.7	98*	-5	0.2
Cc1ccccc1OCCNc1ccc(C(F)(F)F)cc1[N+](=O)[O-]	0.3	-9	4	37	-29	-0.52	75*	/	0.6
Cc1ccc(N2C(=O)c3ccc(C(=O)N4CCOCC4)cc3C2=O)cc1C	/	9	-13	/	9	1.2	/	-5	/
O=C(NCCCN1CCOCC1)c1cc2cc(Br)ccc2oc1=O	1	-6	4	-1	-20	0.25	-1	5	1
O=C(CSCc1ccc([N+](=O)[O-])cc1)NN=C1CCCCCC1	/	3	-8	/	-17	0.2	/	8	/
CC(C)c1ccc(CN2CCC(C(=O)NCc3cccnc3)CC2)cc1	1	-6	18	19	-9	0.22	3	1	0.8
Cc1ccc2c(c1)NC(=O)C(CC(=O)NCc1ccc(F)cc1)O2 (stereo unspecified)	0.8	-20	8	6	5	-0.26	15	9	0.9
CCOC(=O)Cn1nnc(-c2ccccc2)n1	/	7	4	/	-6	-0.72	/	2	/
O=Nc1c(O)n(Cc2ccc(Cl)cc2Cl)c2ccccc12	0.7	-14	-42	60*	0	-0.87	33	/	0.4
O=C(Nc1ccc(Cl)cc1)N1CCN(c2ccc3nnc(-c4ccc(F)cc4)n3n2)CC1	0.6	/	/	56*	/	2.8*	40	/	0.4
CCOC1=NC(C(=O)O)c2ccccc2/C(=C(/C)Cl)N1 (stereo unspecified)	0.7	54	92*	22	9	-0.026	30	2	0.8
CCOC(=O)c1nn(C23CC4CC(CC(C4)C2)C3)c2c1C(=O)N(c1ccc(C)cc1)C2=O	0.9	-4	-15	18	-7	-0.11	13	/	0.8
CCCc1cc(=O)[nH]c(SCC(=O)N2CCN(c3ccccc3)CC2)n1	0.9	-10	15	19	-12	2.5	9	11	0.8
COc1ccc(OC)c(N(CC(=O)N2CCC(C)CC2)S(=O)(=O)c2ccc(OC)c(OC)c2)c1	0.8	21	20	39	/	0.33	16	2	0.6
